Compound activity: PubChem BioAssay, The Scripps Research Institute Molecular Screening Center
FBW7 activator – FBW7 E3 ligase activators, primary screen, biochemical, AlphaScreen, human; actives 0.13% (n = 650,000); AID 1259310, 2017; normalized activity (activation), % at 26.1 µM; AlphaScreen FBW7–phospho-cyclin E peptide binding, activator screen; F-box/WD repeat-containing protein 7 (Homo sapiens), Q969H0; in the data active means normalized activity above about 1.9%;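 further: purified mutant Fbw7 with reduced substrate affinity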
Target sequence (Q969H0 whole entry, looked up): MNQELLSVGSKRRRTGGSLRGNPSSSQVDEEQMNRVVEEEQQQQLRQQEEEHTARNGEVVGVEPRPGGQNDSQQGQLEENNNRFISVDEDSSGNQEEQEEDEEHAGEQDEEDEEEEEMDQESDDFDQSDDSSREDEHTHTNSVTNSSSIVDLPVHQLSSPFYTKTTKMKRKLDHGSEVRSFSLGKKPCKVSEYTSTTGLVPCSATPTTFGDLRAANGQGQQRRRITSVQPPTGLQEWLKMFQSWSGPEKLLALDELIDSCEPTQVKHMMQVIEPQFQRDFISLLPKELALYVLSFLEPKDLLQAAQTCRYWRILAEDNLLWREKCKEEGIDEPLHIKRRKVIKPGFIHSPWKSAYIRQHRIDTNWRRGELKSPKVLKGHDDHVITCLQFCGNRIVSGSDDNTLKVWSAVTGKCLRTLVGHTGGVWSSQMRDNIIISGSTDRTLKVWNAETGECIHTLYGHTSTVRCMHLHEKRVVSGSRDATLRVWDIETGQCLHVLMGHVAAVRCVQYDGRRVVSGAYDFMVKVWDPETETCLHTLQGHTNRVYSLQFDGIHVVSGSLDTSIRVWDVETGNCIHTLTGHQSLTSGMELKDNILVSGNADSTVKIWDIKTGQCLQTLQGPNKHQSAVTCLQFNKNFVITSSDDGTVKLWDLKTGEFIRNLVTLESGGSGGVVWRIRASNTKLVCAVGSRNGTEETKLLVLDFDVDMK
GPR151 activ – activators of human GPR151, primary screen, cell-based, PathHunter beta-arrestin, luminescence. actives 1% (n = 650,000). G-protein coupled receptor 151 (Homo sapiens), Q8TDV0. activation, % at 11.2 µM. PathHunter beta-arrestin GPR151 cells. AID 1508602, 2020; in the data active means activation above about 4.9%;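 further: 0% = median of compound wells and 100% = cells with positive control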
MITF primary – MITF inhibitors, primary screen, biochemical, AlphaScreen, human | AlphaScreen MITF homodimerization, bead proximity signal | inhibition, % at 2.6 µM | actives 0.91% (n = 650,000) | AID 1259374, 2018; in the data active means inhibition above about 50%;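 further: 0% = vehicle wells with protein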
TEAD-YAP block – TEAD-YAP interaction inhibition, primary screen, TEAD-YAP interaction inhibitor project, luminescence, HEK-TIYL cells; AID 1259422, 2018; actives 1.4% (n = 640,000); TEAD-Gal4/YAP UAS-luciferase luminescence; inhibition, % at 9.12 µM; in the data active means inhibition above about 32%;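 further: 0% = median of test compound wells and 100% = reference inhibitor wells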
* hit, by the source's call; / = not tested or not shown.

SMILES,GPR151 activ,FBW7 activator,TEAD-YAP block,MITF primary
CCc1cc2c(=O)c(-c3nc4ccccc4s3)c(C)oc2cc1OCc1ccc(C(F)(F)F)cc1,0.3,0.2,-19.4,-10.4
O=C(Cc1ccc2c(c1)OCO2)N1CCc2nc(-c3ccccc3)[nH]c(=O)c2C1,-0.7,-0.1,-5.5,-15.1
CCOc1ccc(/C=N\N2CCN(Cc3ccc(C)cc3)CC2)cc1,0.1,0.0,10.8,15.3
COCCNC(=S)N/N=C/c1ccc(C)s1,1.0,0.1,-4.7,15.7
CCc1cn[nH]c1C1CCCN(C(=O)CCSC)C1 (stereo not given),0.1,0.1,-0.1,-3.4
Cc1ccc(-n2c(Cn3cnc4ccccc43)nnc2SCC(=O)O)cc1,-1.2,-0.1,-4.6,-1.9
O=C1C2CCCN2C(c2cccc(Cl)c2)N1c1nccs1 (stereo not given),-1.0,0.0,2.7,7.5
CC1CCN(C(=O)c2c(NC(=O)c3ccco3)sc3c2CCC(C(C)(C)C)C3)CC1 (stereo not given),1.5,-0.1,18.2,-8.6
CCCOc1ccccc1C(c1c(C)n(C)n(-c2ccccc2)c1=O)c1c(C)n(C)n(-c2ccccc2)c1=O,-1.1,0.2,-2.8,-3.5
Cn1c(CSc2ncccn2)nnc1SCC(=O)N1CCCC1,-8.3,-0.6,-43.8,22.1
COc1ccc(C(=O)NNS(=O)(=O)c2ccc(F)cc2)cc1,0.1,0.0,-7.5,-1.9
COc1ccc(N2C(=O)CSC2c2cc3c(cc2Br)OCO3)c(OC)c1 (stereo not given),-1.8,0.0,-20.3,0.4
O=C(O)c1cccc(NC(=O)c2cccc(NC(=O)C3CCCO3)c2)c1 (stereo not given),-6.9,0.1,7.9,-21.6
Cn1c(N2CCN(c3ccc(Cl)cc3)CC2)nc2ccccc21,-2.1,0.1,-17.9,-6.3
COc1ccc(C(=O)c2ccccc2)c(OCC(=O)NC23CC4CC(CC(C4)C2)C3)c1,-0.8,-0.1,2.3,-4.5

SMILES,GPR151 activ,FBW7 activator,TEAD-YAP block,MITF primary
O=C(N/N=C/c1ccc([N+](=O)[O-])cc1)c1cccc(O)c1,-2.1,0.4,40.4*,12.4
CC(=O)N(/C=C1\SC(=S)N(CC(F)(F)F)C1=O)c1ccccc1,0.0,0.0,2.8,5.7
CCCCCC1CCC(c2ccc(-c3noc(-c4ccccc4Cl)n3)cc2)CC1 (stereo not given),-1.4,0.3,-0.8,-15.3
CC(=O)Nc1c2c(nn1-c1ccc(C)cc1C)CSC2,1.6,-0.1,4.6,-3.6
Cc1cc(N2CCN(Cc3ccc(Cl)c(Cl)c3)CC2)n2c(nc3ccccc32)c1C#N,0.1,1.0,9.0,9.4
COc1ccc(S(=O)(=O)Nc2cc(-c3ccccc3)nn2C)cc1OC,1.9,0.2,-5.5,14.8
Cc1cc(C)c2nc(NNC(=O)c3cccc(F)c3)sc2c1,-0.2,0.1,2.9,11.1
CC(=O)Nc1ccc(Nc2ccnc(NCc3ccc4c(c3)OCO4)n2)cc1,-0.3,-0.2,24.2,-3.7
CCCCOC(=O)c1cccc(NC(=O)c2ccccc2Br)c1,1.2,0.0,-3.0,-1.7
CC1=NN(c2ccc(C)c(C)c2)C(=O)/C1=C/c1cccc([N+](=O)[O-])c1,1.4,0.1,8.4,5.3
O=Cc1cc([N+](=O)[O-])ccc1OCc1ccccc1,-0.3,-0.2,3.9,-2.5
CCC1(C)NC(=O)N(/N=C/c2c(O)ccc3ccccc23)C1=O (stereo not given),2.4,0.1,-3.2,8.1
COC(=O)c1ccc2c(=O)n(CC3CCCO3)c(=S)[nH]c2c1 (stereo not given),-0.6,0.6,1.6,13.8
CCCCc1c(O)nc(SCC(=O)N(CC)CC)[nH]c1=O,-0.6,-0.1,-1.9,2.0
O=C(CN1C(=O)c2ccccc2C1=O)c1ccc(Cl)cc1Cl,1.6,-0.1,-19.6,-10.7

SMILES,GPR151 activ,FBW7 activator,TEAD-YAP block,MITF primary
O=C(O)c1ccc([N+](=O)[O-])c2c1NC(c1ccccc1)C1CC=CC21 (stereo not given),0.6,-0.2,-0.3,14.3
Cc1cc(O)cc(=O)n1CCCn1ccnc1,1.8,0.0,13.9,5.2
O=C1Nc2ccccc2N(O)N1c1cc(-c2ccccc2)[nH]n1,0.8,-0.7,-37.2,5.4
COc1cccc(-c2cc(C(=O)Nc3cc(C)cc(C)c3)c3ccccc3n2)c1,0.3,0.0,10.4,15.7
CCOc1cc(C(=O)Nc2c3c(nn2-c2cccc(Cl)c2)CS(=O)C3)cc(OCC)c1OCC (stereo not given),1.7,-0.2,-6.5,-0.8
CCCCCc1ccc(CC(=O)O)cc1,1.2,0.0,-7.0,1.8
Cc1cccc(-n2cc(-c3ccccc3)nc2SCC(=O)NCCc2ccccc2)c1,-1.0,0.1,2.4,7.5
COc1cccc(C(=O)Nc2ccc(CC(=O)O)cc2)c1,-0.6,0.0,60.0*,-2.9
Cc1ccc(C)c(Cn2c(C(=O)O)c(CNCc3cccc(Cl)c3)c3ccccc32)c1,2.2,1.0,-3.6,17.5
Cc1cc(C)n(C(=O)CCCOc2ccc(Cl)cc2C)n1,2.1,0.2,0.1,6.8
C=CCC/C(C)=N\NC(=O)COc1ccccc1,-0.2,-0.1,-0.3,2.5
Cc1sc2nc3c(C(=O)N4CCN(c5ncccn5)CC4)cccn3c(=O)c2c1C,0.4,-0.2,0.1,-2.5
O=C(NCC1Cc2c(F)ccc(-c3ncccn3)c2O1)c1ccsc1 (stereo not given),1.2,-0.1,5.7,13.5
CCOc1nn(CC)cc1C(=O)Nc1ccc(OC)cc1,-1.6,0.0,-14.0,-0.9
CCOc1ccccc1CN1CCNC(=O)C1CC(=O)NCc1ccc(C)o1 (stereo not given),0.0,0.1,7.1,-5.5

Some values from above:
`Cc1cccc(-n2cc(-c3ccccc3)nc2SCC(=O)NCCc2ccccc2)c1` in FBW7 activator → 0.1
`COc1cccc(C(=O)Nc2ccc(CC(=O)O)cc2)c1` in FBW7 activator → 0.0

Next section
SMILES,GPR151 activ,FBW7 activator,TEAD-YAP block,MITF primary
CCOC(=O)C(=O)Nc1c(C(=O)Nc2ccc(OC)cc2)oc2ccccc12,-0.3,0.7,-73.3,10.0
CCOC(=O)N1CCN(c2cc(-c3ccc(F)cc3)nc(C)n2)CC1,-1.8,-0.2,-3.1,1.2
CCc1ccc(-n2nnnc2SCC(=O)NC2CCCC2)cc1,-0.8,0.2,1.4,12.4
COc1ccc(NC(=O)c2cc(Cl)cc([N+](=O)[O-])c2O)cc1,-6.8,0.6,-2.9,18.9
O=C(Nc1cccc(-c2nc3ccccc3c(=O)o2)c1)c1ccc(I)cc1,-0.5,0.2,-0.2,20.9
O=C(NCc1ccccc1Cl)c1nsc2ccccc12,-1.0,0.8,-31.7,-3.1
COCCN1Cc2cccc(C(=O)Nc3ccc(OC)cc3OC)c2C1=O,0.9,-0.2,-5.8,5.5
CCOc1ccc(/C(C)=N/NC(=O)c2cccnc2)cc1,0.5,-0.1,-10.6,-14.3
O=S(=O)(Nc1cccc(N2CCCC2)c1)c1ccc2ccccc2c1,-0.4,-0.1,-2.3,2.7
COc1cc(/C=C/C(=O)Nc2ccc(S(N)(=O)=O)cc2)ccc1OCc1ccccc1,3.2,-0.1,6.2,-13.2
Cc1cc(C)c(S(=O)(=O)Cc2ccccc2)c(Cl)n1,1.1,0.3,0.5,9.9
CC1CC(=O)N(CC(=O)Nc2cccc([N+](=O)[O-])c2)c2ccccc2S1 (stereo not given),-0.4,-0.1,0.5,6.8
CCOc1cccc2c1OC(c1cccc(OC)c1)N1N=C(c3cccc(OC)c3)CC21 (stereo not given),1.8,-0.1,6.0,-1.9
CCOC(=O)C1(S(=O)(=O)c2ccc(OC)cc2)CCN(Cc2ccccc2)CC1,1.0,-0.1,0.7,3.1
CCOC(=O)c1sc2ncnc(N3CCN(c4ccc([N+](=O)[O-])cc4)CC3)c2c1C,0.7,0.0,1.6,-3.6

SMILES,GPR151 activ,FBW7 activator,TEAD-YAP block,MITF primary
O=C(O)CN1C(=O)c2ccccc2C1=O,0.4,0.0,3.5,5.9
Cc1nc2sc3c(c2c2nn(CC(=O)NCc4ccco4)c(=O)n12)CCC(C)C3 (stereo not given),0.6,0.1,-6.4,-9.1
Cc1ccc(C)c(N2CCN(C(=O)CCc3nc(-c4ccccc4F)no3)CC2)c1,5.5*,-0.2,-2.7,-2.2
C=CCn1c2cc(C)sc2c2cnn(Cc3ccncc3)c(=O)c21,0.6,0.6,29.3,13.7
COC(=O)Nc1ccccc1C(=O)N1CCOCC1,1.1,0.1,3.0,10.6
O=C(CSc1nnc(CCCN2C(=O)c3cccc4cccc(c34)C2=O)n1-c1ccccc1)N1CCCCC1,0.8,-0.1,-1.9,-8.9
CCOc1ccc(-c2nc(C#N)c(N3CCCC3)o2)cc1,-1.4,0.0,6.4,7.4
Nn1c(SCC(=O)Nc2ccc(Br)cc2)nnc1-c1ccccc1,0.0,0.1,10.6,15.9
COc1ccc(N=Cc2cccc([N+](=O)[O-])c2O)cc1,0.4,0.4,-10.7,0.1
COc1cccc(-c2nc(-c3ccccc3)c(-c3ccccc3)[nH]2)c1,-0.1,0.0,5.9,1.1
Cc1cc(C)c2[nH]c(=O)c(CN(Cc3ccco3)Cc3nnnn3CC3CCCO3)cc2c1 (stereo not given),0.1,0.0,-1.0,2.3
NC(=O)c1ccsc1NC(=O)COC(=O)c1ccc(N2C(=O)c3ccccc3C2=O)cc1,0.2,0.2,-3.3,12.1
CCc1ccc(C2(c3ccc(CC)cc3)CC2C(=O)Nc2ccc(F)cc2)cc1 (stereo not given),0.3,0.1,4.0,-1.4
O=C(Nc1ccc2oc(-c3ccncc3)nc2c1)c1ccccc1I,2.6,-0.1,11.1,-13.9
C=CCOc1ccc(/C(O)=C2\C(=O)C(=O)N(CCN(C)C)C2c2ccc(OC)c(OC)c2)c(C)c1 (stereo not given),-0.3,-0.2,4.3,-14.8

At a glance, part of the list above.
SMILES,GPR151 activ,FBW7 activator,TEAD-YAP block,MITF primary
O=C(O)CN1C(=O)c2ccccc2C1=O,0.4,0.0,3.5,5.9
Cc1nc2sc3c(c2c2nn(CC(=O)NCc4ccco4)c(=O)n12)CCC(C)C3 (stereo not given),0.6,0.1,-6.4,-9.1
Cc1ccc(C)c(N2CCN(C(=O)CCc3nc(-c4ccccc4F)no3)CC2)c1,5.5*,-0.2,-2.7,-2.2

Following part
SMILES,GPR151 activ,FBW7 activator,TEAD-YAP block,MITF primary
COc1ccc2[nH]cc(NC(=O)NCCc3ccco3)c(=O)c2n1,-0.8,-0.1,3.8,-7.5
Cc1nnc2n1NC(c1ccc(Cl)cc1)C(C(=O)N1CCc3ccccc3C1)S2 (stereo not given),-0.8,0.2,-2.6,11.4
CCN1CCSc2ccc(C(=O)NCc3ccc(C)cc3)cc21,6.4*,0.0,-5.7,-7.0
COc1ccc2[nH]c3c(c2c1)CCOC31CCN(C(=O)NCc2ccc(C)cc2)CC1,1.0,0.8,8.3,20.6
COc1ccc(OC)c(NC(=O)Nc2nnc(N(C)Cc3ccccc3)s2)c1,-0.5,0.3,1.1,17.1
O=C1NCC(COCc2ccco2)O1 (stereo not given),-0.5,-0.1,-1.5,3.5
COc1cc2nc(NCc3ccc4c(c3)OCO4)nc(Nc3ccc(N4CCOCC4)cc3)c2cc1OC,-2.0,-0.5,2.1,15.6
CCCCC[C@H](O)/C=C/[C@H]1C(=O)C[C@H](O)[C@@H]1CCCCCCCO,0.3,/,/,4.3
CC1(C)CC(=O)C(C=Nc2ccc(S(N)(=O)=O)cc2)=C(O)C1,1.7,0.0,-4.2,8.7
COC(=O)CCC(=O)Nc1cc([N+](=O)[O-])ccc1F,1.4,0.1,-0.3,-2.6
COc1ccc(NC(C)=O)cc1S(=O)(=O)NCC(=O)O,-0.2,-0.2,4.2,-6.1
C=CCc1cccc2cc(C(=O)Nc3cc(C)ccn3)c(=O)oc12,-0.9,0.4,-34.2,12.6
CC1(c2ccc3c(c2)OCO3)NC(=O)N(CC(=O)NC2CCCC2)C1=O (stereo not given),1.0,0.0,-7.1,-9.6
Cc1ccc(C(=O)NNC(=O)CCC(=O)Nc2cccc(Cl)c2C)cc1,-0.1,0.9,16.4,-0.4
